NCF1 inh = blocks human p47phox regulatory protein of NADPH oxidases. P14598. p47phox/p22phox peptide binding, fluorescence polarization, 2 h. inhibition, % at 24.7 µM. 0.53% of 220,000 active. AID 1274;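 active means inhibition above about 30%, limit read from the data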;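 further: 0% = p47phox with labelled peptide and 100% = labelled peptide alone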
BaF3 tox = parental Ba/F3 viability inhibition as JAK2V617F counter-screen; CellTiter-Glo ATP luminescence; inhibition, % at 5.6 µM; 1.1% of 220,000 active; AID 1486;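 active means inhibition above a per-campaign cutoff, the mean inhibition of all tested compounds plus 3 SD, cut at about 27% in these data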;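 further: 0% = DMSO wells and 100% = JAK Inhibitor I control wells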
S1P4 agonist = activates the human S1P4 receptor | O95977 | S1P4-expressing cell line, agonist reporter assay | activation, % at 4.98 µM | 0.35% of 220,000 active; in the data active means activation above about 11%;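 further: 0% = DMSO vehicle and 100% = reference agonist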
S1P4 antagonist = antagonists of human S1P4 receptor; O95977; S1P4-expressing cells, antagonist mode, reporter read-out; inhibition, % at 4.98 µM; 0.26% of 220,000 active; AID 1510; in the data active means inhibition above about 29%;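 further: 0% = wells stimulated with agonist and 100% = vehicle wells without agonist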
Ba/F3 V617F tox = lowers viability of Ba/F3 cells expressing EpoR and JAK2V617F; ATP luminescence; inhibition, % at 5.6 µM; 1.1% of 220,000 active;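 active means inhibition above the campaign mean plus 3 SD over all tested compounds, cut at about 24% in these data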;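 further: cytokine-independent growth of Ba/F3 cells driven by EpoR plus mutant JAK2; 0% = DMSO-treated cells and 100% = JAK inhibitor I control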
CHOP inhibitor = CHOP inhibition in unfolded protein response. CHO-K1 CHOP-promoter luciferase, tunicamycin-induced, 15-18 h. inhibition, % at 10 µM. 3.8% of 220,000 active. AID 2732;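 active means compounds that reduced the stress-induced luciferase reporter signal by more than about 70% of percent inhibition, limit read from the data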;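 further: 0% = tunicamycin plus vehicle and 100% = wells without tunicamycin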
NPY-Y2 PAM-ag = potentiators or agonists of human neuropeptide Y receptor Y2; activation, % at 3.6 µM; AID 1359; 0.45% of 220,000 active; cells expressing NPY-Y2, potentiator/agonist read-out; P49146; in the data active means activation above about 27%;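 further: cells stimulated with NPY near EC25 plus isoproterenol at EC100; 0% = vehicle plus submaximal agonist and 100% = vehicle plus saturating agonist; some results beyond the cut were filed as inactive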
Target sequence (P49146 whole entry, looked up): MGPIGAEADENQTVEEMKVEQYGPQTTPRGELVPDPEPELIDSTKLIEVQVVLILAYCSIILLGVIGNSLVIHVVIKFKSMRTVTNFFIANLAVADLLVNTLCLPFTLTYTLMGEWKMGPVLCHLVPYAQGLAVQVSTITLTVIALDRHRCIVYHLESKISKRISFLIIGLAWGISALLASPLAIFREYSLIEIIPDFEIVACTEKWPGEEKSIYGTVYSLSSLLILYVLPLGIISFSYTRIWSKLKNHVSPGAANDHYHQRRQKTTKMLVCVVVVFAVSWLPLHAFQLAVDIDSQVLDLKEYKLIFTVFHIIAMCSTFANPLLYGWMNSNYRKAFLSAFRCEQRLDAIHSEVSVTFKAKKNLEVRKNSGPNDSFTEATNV
NPY-Y1 PAM-ag = potentiators or agonists of human neuropeptide Y receptor Y1 | activation, % at 3.6 µM | P25929 | 0.37% of 220,000 active | NPY-Y1 expressing cells, potentiator/agonist activation; in the data active means activation above about 33%, passing the limit was not always enough;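 further: cells stimulated with NPY at EC10 then isoproterenol at EC100; 0% = low agonist plus stimulus and 100% = saturating agonist plus stimulus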
Target sequence (P25929 whole entry, looked up): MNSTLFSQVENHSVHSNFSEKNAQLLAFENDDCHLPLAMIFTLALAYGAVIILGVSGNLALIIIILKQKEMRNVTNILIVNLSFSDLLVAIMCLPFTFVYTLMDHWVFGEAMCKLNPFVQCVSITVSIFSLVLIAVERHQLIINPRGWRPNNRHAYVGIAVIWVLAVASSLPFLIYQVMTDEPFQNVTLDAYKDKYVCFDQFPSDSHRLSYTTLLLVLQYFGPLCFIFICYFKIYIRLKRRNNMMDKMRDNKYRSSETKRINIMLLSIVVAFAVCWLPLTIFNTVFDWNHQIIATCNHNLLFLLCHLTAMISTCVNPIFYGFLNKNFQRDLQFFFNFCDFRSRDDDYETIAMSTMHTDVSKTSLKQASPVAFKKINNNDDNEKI
NPY-Y1 antag = blocks the human neuropeptide Y Y1 receptor | HEK293-CNG Y1 cells, membrane potential fluorescence; NPY at EC95, then isoproterenol | inhibition, % at 3.6 µM | P25929 | 1% of 200,000 active | AID 1040;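 active means inhibition above the campaign mean inhibition of all tested compounds plus 3 SD, cut at about 20% in these data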;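 further: 0% = DMSO wells given NPY plus isoproterenol and 100% = isoproterenol alone without NPY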
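Material: HEK293 Y1/CNG channel cell line | Also added: NPY (25 nM), isoproterenol (1 µM), Ro 20-1724 (25 µM) | Compound: One concentration, 3.6 µM, in 0.4% DMSO | Schedule: 3 h dye uptake, 1 h room-temperature compound, 45 min post-isoproterenol | Signal: Membrane-potential fluorescent dye readout | Read-out: % inhibition of NPY effect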
Starred values were filed as active, the others as inactive; . = no result given. This is a random part of the collection; overall some 7.1% were active at least once.

SMILES	NCF1 inh	BaF3 tox	S1P4 agonist	S1P4 antagonist	Ba/F3 V617F tox	CHOP inhibitor	NPY-Y2 PAM-ag	NPY-Y1 PAM-ag	NPY-Y1 antag
CCOc1cccc(C(=O)Nc2cccc(-c3nnc(-c4ccccc4)o3)c2)c1	0	0	-1.9	-7	0	46	-14	27	0
Cc1c(C#N)c2ccccc2n1CC(=O)N1CCCC1	-9	2	-0.6	-2	-2	-5	3	-13	3
Cn1c(CNC(=O)OC(C)(C)C)n[nH]c1=S	-3	2	1.3	-19	-1	10	-2	-9	0
COc1ccc2[nH]c(C(=O)N3CCCN(Cc4ccc(F)cc4)CC3)cc2c1	-10	2	1.9	-7	0	2	-8	-10	.
O=[N+]([O-])c1ccc(Cl)cc1NCCCN1CCOCC1	2	6	0.7	-10	3	2	16	-18	4
CC1(C)OC(=O)N(c2ccccc2)C12C=Cc1c(ccc3ccccc13)O2 (stereo not given)	-24	4	0.3	-8	-1	23	2	2	8
CC1C(Br)C(=O)NC(=O)N1Cc1ccccc1 (stereo not given)	-1	9	-0.4	-15	1	13	-2	-4	-5
O=C(Nc1ccccc1NS(=O)(=O)c1ccc(F)cc1)C1CCCC1	1	8	-0.8	-16	1	22	-4	15	12
CCOC(=O)c1ccc(CSc2ncn[nH]2)o1	-1	0	2.3	-12	1	20	8	-18	6
Cc1ccc(NC(NC(=O)Cc2ccccc2)C(Cl)(Cl)Cl)cc1 (stereo not given)	-6	-2	5.4	-16	4	15	12	6	1
CCOC(=O)c1c(C)c(C(=O)O)n(C)c1C	-8	7	1.8	-13	2	2	6	-3	7
COC(=O)C1C(=O)NCC1c1ccc(C)cc1 (stereo not given)	4	3	-3.6	1	-1	8	-1	-13	-3
O=C(Cn1c(O)c(/C=C2\C=Nc3ccccc32)sc1=O)N1CCOCC1	-8	5	1.9	-8	1	14	0	15	-12
COc1ccc(C(C)=O)cc1COC(=O)c1cccnc1SC	3	3	2.3	-42	3	11	0	5	8
COc1ccc(S(=O)(=O)N(CC(=O)N/N=C/c2ccccc2C(=O)O)c2ccccc2OC)cc1	-7	0	1.3	-3	-2	-11	-11	14	.
CC(C)CNC(=O)COC(=O)c1cc(Cl)cc(Cl)c1N	-9	1	-1.4	-2	-3	61	-13	-8	-1
O=C(CCc1nc2ccccc2c(=O)[nH]1)OCc1ccc(Cl)cc1Cl	-8	-2	1.2	-95	-2	6	1	-27	6
O=C(COC(=O)c1cccc(S(=O)(=O)NCc2ccccc2)c1)Nc1ccccc1OC(F)F	-5	4	-0.5	-8	1	45	-11	-24	-1
O=C(OCC1OC(n2cnc3c(N(C(=O)c4ccccc4)C(=O)c4ccccc4)ncnc32)C(O)C1F)c1ccccc1 (stereo not given)	-18	1	-1.1	3	0	43	13	13	-2
Cc1cccc(/C(N)=N/OC(=O)Cc2cccs2)c1	-7	2	2.4	-1	1	6	-14	-19	12
Cc1n[nH]c(C)c1S(=O)(=O)N1CCc2ccccc21	-10	6	0.7	4	6	51	1	-3	-4
COC(=O)C(CC(C)C)NC(=O)C(N)Cc1ccccc1 (stereo not given)	-6	-3	0.7	-8	-5	23	-8	2	3
CC(=O)C1=C(O)C(=O)N(CO)C1c1ccccc1F (stereo not given)	0	0	-0.6	-7	2	9	6	-4	-7
Cc1cc(-c2csc(NC(=O)c3ccc(S(=O)(=O)N(C)C)cc3)n2)c(C)n1-c1ccccc1	-45	11	-0.6	-4	6	39	0	-12	2
Cc1ccc(C(=O)Nc2c(-c3cccs3)nc3cc(C)ccn23)cc1	-7	3	-0.2	-16	-4	23	11	-8	3
COc1cc(C(=O)NC(CCSC)C(=O)OCC(=O)C(C)(C)C)cc(OC)c1OC (stereo not given)	-7	5	2.3	-5	4	12	-13	-4	-3
CC(C)(C)c1ccc(C(=O)Nc2ccc(Cl)cc2)cc1	0	-1	-1.0	-14	-3	6	0	1	8
CC(=O)Nc1cccc(NC(=O)CSc2ccc(-c3cccnc3)nn2)c1	17	9	-0.8	1	0	-12	-16	-16	-4
O=C(c1ccccc1)c1c[nH]c(C(=O)NCCCN2CCOCC2)c1	-8	3	1.0	-6	-2	-2	4	21	7
CC(=O)Oc1ccc(C(=O)Nc2ccccc2C(=O)N2CCCCC2)cc1	1	5	0.8	6	0	15	-3	4	6
CCC1(O)CC(C(=O)OC)=NN1C(=O)c1ccccc1 (stereo not given)	-2	1	-4.6	-2	-3	-12	14	-4	0
O=C(COC(=O)c1cccc(Cl)c1)Nc1cc(Cl)ccc1Oc1ccccc1	-5	4	0.8	-22	3	6	-1	-10	14
Cc1cc(C)cc(NC(=O)Cc2ccc(-n3cccc3)cc2)c1	-10	7	0.0	-3	3	63	0	0	6
CC(C)(C)NC(=O)C12CCC(C)(c3nc4ccccc4nc31)C2(C)C (stereo not given)	-3	3	-0.1	3	0	63	9	-9	11
CN(C)S(=O)(=O)Oc1ccccc1C(=O)Nc1cccc(C(F)(F)F)c1	-8	9	1.8	3	1	11	10	1	6
Cc1ccc2c(c1)C(c1ccc(O)cc1)(c1ccc(O)cc1)C(=O)N2C	-13	10	0.6	-8	3	0	-2	-11	0

Some values from the results shown.
For NPY-Y1 antag, Cc1cc(C)cc(NC(=O)Cc2ccc(-n3cccc3)cc2)c1 has 6
For NPY-Y1 antag, CC(=O)Oc1ccc(C(=O)Nc2ccccc2C(=O)N2CCCCC2)cc1 has 6
For Ba/F3 V617F tox, Cc1ccc2c(c1)C(c1ccc(O)cc1)(c1ccc(O)cc1)C(=O)N2C has 3
For Ba/F3 V617F tox, CC(=O)Nc1cccc(NC(=O)CSc2ccc(-c3cccnc3)nn2)c1 has 0
For Ba/F3 V617F tox, CN(C)S(=O)(=O)Oc1ccccc1C(=O)Nc1cccc(C(F)(F)F)c1 has 1

Full records from above. Order of values: NCF1 inh | BaF3 tox | S1P4 agonist | S1P4 antagonist | Ba/F3 V617F tox | CHOP inhibitor | NPY-Y2 PAM-ag | NPY-Y1 PAM-ag | NPY-Y1 antag
`CCC1(O)CC(C(=O)OC)=NN1C(=O)c1ccccc1` (stereo not given) in the list: -2 | 1 | -4.6 | -2 | -3 | -12 | 14 | -4 | 0
`COc1cc(C(=O)NC(CCSC)C(=O)OCC(=O)C(C)(C)C)cc(OC)c1OC` (stereo not given) in the list: -7 | 5 | 2.3 | -5 | 4 | 12 | -13 | -4 | -3
`CC(C)(C)c1ccc(C(=O)Nc2ccc(Cl)cc2)cc1` in the list: 0 | -1 | -1.0 | -14 | -3 | 6 | 0 | 1 | 8
`Cc1cc(C)cc(NC(=O)Cc2ccc(-n3cccc3)cc2)c1` in the list: -10 | 7 | 0.0 | -3 | 3 | 63 | 0 | 0 | 6
`O=C(COC(=O)c1cccc(Cl)c1)Nc1cc(Cl)ccc1Oc1ccccc1` in the list: -5 | 4 | 0.8 | -22 | 3 | 6 | -1 | -10 | 14

Carrying on:
SMILES	NCF1 inh	BaF3 tox	S1P4 agonist	S1P4 antagonist	Ba/F3 V617F tox	CHOP inhibitor	NPY-Y2 PAM-ag	NPY-Y1 PAM-ag	NPY-Y1 antag
COc1ccc(-c2cc(C3CCN(Cc4cccc(C(F)(F)F)c4)CC3)[nH]n2)cc1	-4	5	2.0	-13	1	106*	-8	-6	4
COc1ccc(OC)c(S(=O)(=O)N2Cc3ccccc3CC2C(=O)O)c1 (stereo not given)	-10	1	1.6	0	-1	21	-2	-15	2
COC(=O)C1=C(N)Oc2cc(C)[nH]c(=O)c2C1c1ccccc1OC (stereo not given)	-7	2	-0.1	-9	-5	10	11	14	.
O=C(Nc1ccccc1)N1CCN(C2c3ccccc3-c3ccccc32)CC1	-16	1	-1.6	-3	2	12	-13	-5	.
Cc1cc(C(=O)Nc2nnc(C(F)(F)F)s2)cs1	-86	-4	-1.2	-12	-4	-24	6	27	.
CCOC(=O)Nc1nc(C)c(C(=O)N(C)C)s1	-8	11	1.3	5	-1	45	-3	5	2
O=C(CSc1ncn[nH]1)Nc1nc(-c2cccc([N+](=O)[O-])c2)cs1	-9	1	-0.4	0	5	8	-7	1	.
O=C(NC1CCCCC1)C(c1cc2c(cc1[N+](=O)[O-])OCO2)N1CCCCC1 (stereo not given)	-5	6	0.8	-4	1	33	-8	-25	2
Cc1noc(C)c1COc1ccc(CC(=O)NCc2ccccc2)cc1	-1	73*	-2.1	-7	72*	10	-16	-20	15
CC(C)CNC(=O)c1ccccc1NC(=O)CCSc1ccccc1	-11	4	-1.2	-5	-2	33	-11	1	7
COc1ccc(-c2noc(CCC(=O)Nc3cccc(C)c3)n2)cc1	-6	0	1.4	-12	-3	44	-9	8	3
CCc1oc(C(=O)OC)cc1CSC(=N)N	-10	-1	1.1	3	6	-10	-11	3	.
CCOc1ccccc1NC(=O)C1CCN(C(=O)Cc2ccccc2)CC1	-1	3	1.3	-10	1	5	-6	-13	4
COCCn1c(SCC(=O)Nc2ccc(N3CCOCC3)cc2)nc2ccccc21	-9	4	-1.8	-2	-3	8	-2	17	5
COc1ccc(N(CC(=O)NC2CCCC2)C(=O)Cn2nnc(-c3ccc(OC)c(OC)c3)n2)cc1	-1	5	0.7	-8	1	6	5	16	2
O=C(COc1ccc(C(=O)c2ccccc2)cc1)NCc1ccc(F)cc1	-6	6	3.1	-8	6	39	-4	5	19
COc1ccc(S(=O)(=O)Nc2c(C(=O)O)[nH]c3ccccc23)c(OC)c1	-5	3	1.1	5	-3	34	-23	15	0
CCOC(=O)c1[nH]c2ccc(OC)cc2c1NC(=O)N1CCOCC1	-2	5	-1.7	-11	-2	-13	16	13	2
CCCC(=O)N1CCN(Cc2ccc3c(c2)OCO3)CC1	-4	4	-0.1	-24	2	5	-3	3	5
Cc1nc2nc(SCC(=O)C(C)(C)C)[nH]c2cc1Br	-9	3	-0.5	-11	-3	-2	-5	-19	5
Cc1cccc(/C=N/n2c(C)nnc2C)c1	-10	0	-2.3	0	-4	-8	-2	16	3
CCOc1ccc(-n2c(-c3ccc(Br)cc3)c[n+]3c2CCCCC3)cc1	-4	79*	1.1	-28	96*	1	2	-36	19
CC(NC(=S)Nc1ccccc1C(F)(F)F)C1CC2CCC1C2 (stereo not given)	-5	6	-1.2	-1	4	-9	3	-8	1
O=c1cc(CN2CCN(S(=O)(=O)c3ccccc3[N+](=O)[O-])CC2)nc2sccn12	-14	2	0.0	-3	1	16	-3	-7	-3

Screening data deposited in PubChem by several laboratories.
